NR2E3 ag-1 – NR2E3 (human) agonism; Q9Y5X4; GST-NR2E3/biotin-RetCOR TR-FRET, 1536-well; inhibition of corepressor binding, % at 4.78 µM; 0.12% of 320,000 active; AID 2300;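 active = percent inhibition above the cutoff of mean plus 3 SD of all tested compounds, set per screening campaign, cut at about 20% in these data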;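 note: 0% = DMSO wells and 100% = biotin wells as full block of FRET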
Target sequence (Q9Y5X4 whole entry, looked up): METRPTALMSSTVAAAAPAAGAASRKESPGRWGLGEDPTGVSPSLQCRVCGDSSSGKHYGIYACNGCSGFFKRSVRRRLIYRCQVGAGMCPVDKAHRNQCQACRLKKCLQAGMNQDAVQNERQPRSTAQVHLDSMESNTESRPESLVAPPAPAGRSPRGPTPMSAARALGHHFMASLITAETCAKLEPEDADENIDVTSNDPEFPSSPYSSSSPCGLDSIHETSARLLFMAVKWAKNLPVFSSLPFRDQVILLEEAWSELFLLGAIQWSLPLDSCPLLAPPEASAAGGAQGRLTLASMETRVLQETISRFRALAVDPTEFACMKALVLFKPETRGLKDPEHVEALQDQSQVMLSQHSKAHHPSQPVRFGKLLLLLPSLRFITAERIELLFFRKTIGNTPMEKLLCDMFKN
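Format: 1536-well format; test system: GST-NR2E3 and biotin-RetCOR proteins; read-out basis: percent inhibition of TR-FRET ratio; timing: 5 h incubation at 4 °C; detection: time-resolved FRET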
TROY NFkB inh – blocks TROY-dependent signaling in reporter cells; inhibition, % at 10 µM; 0.98% of 360,000 active; Q293 LMP1-TROYcd NF-kB luciferase reporter, 4 h;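 active = compounds whose plate-normalised and pattern-corrected inhibition of the luciferase reporter signal at the single screening dose is 50% or more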
TWEAK-Fn14 inh – blocks TWEAK-Fn14 interaction in a reporter cell assay. TWEAK-stimulated Fn14 reporter cells, luciferase luminescence, 8 h. inhibition, % at 10 µM. 2% of 360,000 active. AID 1159606; in the data active = inhibition above about 50%
HIF-2a inh – blocks HIF-2a reporter activity | 786-0 RCC cells HIF-2a reporter, luciferase luminescence, overnight | inhibition, % at 18.8 µM | 0.72% of 360,000 active;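 active = inhibition of the luminescence signal of 40% or more relative to plate controls, in a single-dose primary screen at 18.75 µM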
NR2E3 ag-2 – human photoreceptor-specific nuclear receptor agonism; 0.35% of 360,000 active; inhibition of corepressor binding, % at 3.98 µM; CHO-S Gal4-NCOR/VP16-NR2E3 two-hybrid, luciferase; AID 602229; Q9Y5X4;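 active = inhibition above the mean of all tested compounds plus 3 SD, cut at about 70% in these data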;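 note: 0% = DMSO with NR2E3 transfected cells and 100% = cells lacking NR2E3 construct; higher means lower luciferase signal from less NR2E3 corepressor binding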
TRAIL sens C8 – caspase-8 TRAIL sensitization; 1% of 360,000 active; NB7+C8 cells + TRAIL, ATPlite viability luminescence; inhibition (viability loss, TRAIL sensitization), % at 10 µM;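 active = compounds causing at least 50% loss of cell viability in the single-dose screen, relative to plate controls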
TRPM1 prom inh – reduces MITF-dependent TRPM1 promoter luciferase signal | SK-MEL-5 TRPM1 promoter luciferase, 24 h | inhibition, % at 12.5 µM | 0.83% of 330,000 active | AID 488899;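 active = mean inhibition across replicates of 60% or more, whatever share of single replicates reaches that level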; note: values of inactives mirror those of a sister screen read the other way
KKLEB cytotox – CF airway cell cytotoxicity counter-screen | KKLEB CF airway cells viability, ATPlite luminescence, overnight; active compounds read low; cells stimulated with P. aeruginosa culture filtrate | activity change (cytotoxicity), % at 5 µM | 0.36% of 360,000 active | AID 602141;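 active = corrected activity change at or below -50% at 5 µM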
Shn3 inh set2 – Schnurri-3 reporter inhibition in Clone20 osteoblasts | Clone20 osteoblast Shn3 3'UTR firefly luciferase, 24 h | inhibition, % at 12.5 µM | 0.52% of 360,000 active;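 active = mean inhibition of at least 75% with every replicate also reaching 75%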;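 note: 0% = median of neutral control wells and 100% = pilot-screen positive control compound; some compounds past the cut are filed as inactive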
CF NFkB block – blocks PAF-induced NF-kB reporter in cystic fibrosis cells; KKLEB NF-kB-GFP reporter, GFP fluorescence overnight; inhibition, % at 5 µM; 0.86% of 360,000 active; AID 588850;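 active = at least 50% inhibition at 5 µM, scaled per plate between neutral and stimulator controls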;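 note: PAF is a Pseudomonas aeruginosa culture filtrate used as stimulus; plate controls were PAF-stimulated DMSO wells for no effect and unstimulated DMSO wells for full effect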
Peg3 prom inh – inhibitors of Peg3 promoter. HeLa PEG-Prom luciferase reporter, luminescence, overnight. inhibition, % at 20 µM. 1.7% of 360,000 active. AID 588405;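 active = inhibition of at least 50% at 20 µM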
Numbers without * were called inactive; . = not tested or not shown. This is a subset; rates above refer to the full screens.

Values run as follows: NR2E3 ag-1	TROY NFkB inh	TWEAK-Fn14 inh	HIF-2a inh	NR2E3 ag-2	TRAIL sens C8	TRPM1 prom inh	KKLEB cytotox	Shn3 inh set2	CF NFkB block	Peg3 prom inh
(1) CCN(C(=O)c1ccc(C(C)(C)C)cc1)c1nnc(Cn2nnc3ccccc32)s1
    1	40	73*	29	89*	34	39	-11	93*	4	25
(2) CN(C)c1cccc2c(S(=O)(=O)NC(=O)[C@H]3O[C@@H](n4cnc5c(N)ncnc54)[C@H](O)[C@@H]3O)cccc12
    .	4	-34	10	4	6	.	1	16	-4	7
(3) COc1ccccc1NS(=O)(=O)c1ccc(O)c(C(=O)OCC(=O)c2ccc(Cl)cc2Cl)c1
    4	11	6	16	2	16	19	-4	-10	-4	22
(4) Cn1nc(C(=O)Nc2nc(-c3ccc(F)cc3)cs2)ccc1=O
    3	17	38	-29	-7	1	7	8	.	-30	-2
(5) C/C(=N\Nc1ccccn1)c1ccc2c(c1)OCO2
    -2	-79	-27	-242	-64	-4	-39	0	-62	-27	-257
(6) CC1CCCN(CC(=O)Nc2cc(Cl)ccc2Oc2ccccc2)C1 (configuration not stated)
    4	25	1	9	2	18	9	-9	40	17	22
(7) COc1cccc(NC(=O)Nc2nnc(Cc3ccc(F)cc3)s2)c1
    3	-8	-28	17	0	2	2	3	-10	3	10
(8) COC(=O)/C=c1\sc2ncnn2c1=O
    -1	.	74*	7	-24	-8	8	4	1	8	12
(9) O=C(CS(=O)(=O)c1ccccc1)N1CCCCC1
    2	3	-2	-7	-11	2	-6	1	2	14	-13
(10) C[C@@H]1ON(C2CCCCC2)[C@H]2c3nc4ccccc4n3C[C@@H]12
    0	-6	-14	10	-12	-1	15	7	-10	-3	0
(11) Cc1ccc(C(=O)C(C)Oc2cccc(NC(=O)c3ccco3)c2)cc1 (configuration not stated)
    0	-14	7	-16	-13	-20	-7	13	17	-12	-10
(12) CCC1(CC)Cc2ccccc2-c2nc(CN(C)C)[nH]c(=O)c21
    0	-16	-4	11	13	-28	3	-16	6	11	10
(13) C=CCN(C(=O)CNC(=O)c1cccs1)C(C(=O)NC(C)(C)C)c1ccccc1 (configuration not stated)
    2	1	10	10	10	-17	5	-11	4	10	19
(14) O=C1CCC(C(=O)N2CCCCCC2)CN1CCc1ccc(Cl)cc1 (configuration not stated)
    3	-41	6	-22	2	9	0	-7	1	-10	-13
(15) CC1CCC(NS(=O)(=O)c2cccc3nsnc23)CC1 (configuration not stated)
    3	-12	44	9	-33	8	-1	2	13	0	15
(16) c1cc(CNCCCN2CCOCC2)ccn1
    2	14	-4	-5	0	-4	-2	2	-3	-11	-7
(17) O=C(NCC1CCCO1)c1ccc(Cl)c(S(=O)(=O)Nc2ccccc2)c1 (configuration not stated)
    2	21	-2	12	-10	-8	7	-8	8	19	20
(18) COc1ccc(C(CC(=O)Nc2ccc(Cl)cc2F)NC(=O)C(F)(F)F)cc1 (configuration not stated)
    -1	-4	-13	14	-9	-5	-9	14	0	-19	17
(19) O=S1(=O)CCN(C(CCO)c2cccc(C(F)(F)F)c2)CC1 (configuration not stated)
    2	2	7	11	-19	-3	9	6	8	9	15
(20) CC(=O)Nc1ccc(NC(=O)c2ccc(-c3ccccc3Cl)o2)cc1
    .	-20	-38	-198	-22	-12	-56	6	-37	-19	-167
(21) O=C(Nc1ccc(NC(=O)c2ccccc2Cl)cc1)c1cccnc1
    0	-13	-19	-19	3	-4	-27	-13	-36	3	-35
(22) O=C(O)CCCCc1nc2ccccc2s1
    1	-2	14	11	4	-1	1	-4	-11	-3	-4
(23) COc1ccc(N2C(S)=C(C#N)C(=O)NC2c2ccco2)cc1 (configuration not stated)
    0	-15	-4	7	5	-12	1	4	-1	-11	5
(24) O=C(Nc1ccc2oc(-c3ccc(Cl)c(Cl)c3)nc2c1)c1ncn[nH]1
    1	-1	-33	-230	-73	3	-53	2	.	-1	-107
(25) S=C(Nc1ccccc1)Nc1ccc(Br)cc1
    -5	-4	-16	-123	-8	-1	-25	0	.	14	-20
(26) CCOC(=O)NNC1CC(=O)N(c2ccc(OC)cc2)C1=O (configuration not stated)
    5	10	-8	13	11	11	12	8	5	-5	-1
(27) O=C(Nc1nccs1)c1ccc(Br)c(S(=O)(=O)N2CCCC2)c1
    0	4	97*	-56	2	-4	3	-6	4	22	-27
(28) COc1ccc(NC(=O)C2C(c3ccccc3)C2(Cl)Cl)c(OC)c1 (configuration not stated)
    -2	28	32	1	11	-1	9	-12	11	-13	18
(29) O=C(COC(=O)Cc1ccccc1[N+](=O)[O-])NCc1ccc(Cl)cc1
    3	8	11	2	7	-4	0	-5	-3	23	1
(30) C#CCOCCOCCOCCNc1nc(N2CCOCC2)nc(N2CCN(C(=O)[C@H](C)n3cc(CCC(=O)O)nn3)CC2)n1
    .	-3	4	9	-8	-8	1	2	-87	-14	-4
(31) Cc1nc2cc(Cc3ccccc3)ccc2o1
    .	-36	-4	-94	-54	4	0	18	-3	-18	-82
(32) CC(C)OCCCNC(=O)CCN1C(=O)COc2ccccc21
    0	2	-7	-6	6	-12	2	0	-11	12	-2
(33) Cc1ccc(NC(=O)CSc2nnc(-c3cccnc3)n2CCN2CCCCC2)cc1
    -1	-12	-5	15	-9	-1	1	12	-1	-6	10
(34) CN1CCC(N(CCc2ccccc2)C(=O)CCC(=O)O)CC1
    1	8	14	13	-23	1	-26	3	19	-26	17
(35) COc1ccc(C(=O)Nc2ccc(-c3nnn(CC(=O)NCc4ccco4)n3)cc2)cc1
    1	-4	-25	10	-10	-20	8	2	21	3	9
(36) COc1ccc(-c2cc(N3C(=O)Nc4ccccc4N3O)n[nH]2)cc1OC
    0	18	2	4	-13	-4	-2	9	19	6	-1
(37) O=C(Nc1ccccc1)c1cccnc1NCCc1ccccc1
    1	-15	-8	-41	-29	5	7	5	-5	-13	-14
(38) CC(c1ccco1)N(C(=O)c1cccc(S(=O)(=O)N(C)C)c1)c1ccccn1 (configuration not stated)
    4	-1	28	7	-12	10	-2	11	8	-1	7
(39) CC(C)C(=O)N1CCN(c2c(Cl)cccc2[N+](=O)[O-])CC1
    1	6	9	4	-10	0	-8	-5	14	-2	-27
(40) Cc1c(C(=O)OCC(=O)N(CC(C)C)c2c(N)n(Cc3ccccc3)c(=O)[nH]c2=O)oc2ccccc12
    .	-1	-3	16	-8	-34	-1	-6	7	32	15
(41) O=C(CN1C(=O)NC2(CCc3ccccc3C2)C1=O)NCc1ccco1 (configuration not stated)
    -2	6	11	14	4	-2	21	6	17	5	-6
(42) CC(NC(=O)c1ccco1)C(=O)N1CCN(c2cccc(C(F)(F)F)c2)CC1 (configuration not stated)
    5	4	4	-1	11	2	-14	-20	-7	12	18
(43) COc1ccc(C(=O)NCC(=O)OCc2ccccc2F)cc1
    2	-27	-26	19	12	-1	8	4	-12	-2	2
(44) COC(=O)c1ccccc1NC(=O)c1cc[n+]([O-])cc1
    0	-26	-5	2	2	-23	-1	5	-70	13	-14
(45) N#Cc1ccc(C(=O)N(Cc2ccccc2)c2ccccc2)cc1
    1	18	10	16	-5	26	-2	-21	2	-3	27
(46) CC(OC(=O)c1ccc(Cl)nc1)C(=O)NC1CCCC1 (configuration not stated)
    1	-2	-2	4	2	2	2	0	3	7	11
(47) CCOCCCNC(=O)N[C@H](C(=O)OC)C(C)CC (some centres not stated)
    -3	-14	1	11	-15	-7	14	4	-19	8	17
(48) O=S(=O)(c1ccccc1)c1cccc(S(=O)(=O)N2CCCCC2)c1
    -1	-19	-13	-22	-28	-12	5	3	13	7	-18
(49) CC(=O)NN1CCc2cc3ccc(C)cc3nc21
    0	-17	19	14	-1	2	.	1	6	-20	-3
(50) O=C(N/N=C/c1cccnc1)c1ccccc1
    -2	-58	6	-49	-64	17	-17	5	0	7	-49
(51) CN(Cc1ccccc1)C(=O)Cc1ccccc1
    1	-20	15	6	-33	-3	-9	1	-24	7	-13
(52) CC(C)(Sc1ccc(CCN(CCCCC2CCCCC2)C(=O)NC2CCCCC2)cc1)C(=O)O
    -1	51*	-37	8	7	5	-1	-16	4	-3	14
(53) COc1ccc(CNC(=O)C(=O)NCC2OCCN2S(=O)(=O)c2ccc3c(c2)OCCO3)cc1 (configuration not stated)
    4	2	5	2	-9	-10	.	5	19	6	-2
(54) CC[N+](C)(CC)CC(=O)OCC1C(C)C=C(C)CC1C (configuration not stated)
    -1	-12	-18	5	-10	18	-2	8	.	-11	7

Record cards, as listed above. Screens in order: NR2E3 ag-1	TROY NFkB inh	TWEAK-Fn14 inh	HIF-2a inh	NR2E3 ag-2	TRAIL sens C8	TRPM1 prom inh	KKLEB cytotox	Shn3 inh set2	CF NFkB block	Peg3 prom inh
CCOCCCNC(=O)N[C@H](C(=O)OC)C(C)CC (some centres not stated) in the list: -3	-14	1	11	-15	-7	14	4	-19	8	17
COc1ccc(CNC(=O)C(=O)NCC2OCCN2S(=O)(=O)c2ccc3c(c2)OCCO3)cc1 (configuration not stated) in the list: 4	2	5	2	-9	-10	.	5	19	6	-2
CC(=O)NN1CCc2cc3ccc(C)cc3nc21 in the list: 0	-17	19	14	-1	2	.	1	6	-20	-3
COC(=O)c1ccccc1NC(=O)c1cc[n+]([O-])cc1 in the list: 0	-26	-5	2	2	-23	-1	5	-70	13	-14
O=C(CN1C(=O)NC2(CCc3ccccc3C2)C1=O)NCc1ccco1 (configuration not stated) in the list: -2	6	11	14	4	-2	21	6	17	5	-6
